Source: PubChem BioAssay
TNAP activators = stimulation of alkaline phosphatase TNAP activity – biochemical, luminescent, no phosphate acceptor, uHTS, primary screen (AID 1001). purified TNAP, luminescent activation assay, no phosphate acceptor; higher activation fold means a stronger effect. activation fold at 20 µM, or EC50 in µM where a hit was titrated. 200,000 compounds, 0.03% hits; in the data active means activation fold from about 3, or a potency from the dose series; inactive means the rest, 99 in 100 with activation fold below about 1.6; further: many of its hits are not listed in these tables
Ins promoter up = MIN6 insulin promoter up-regulation. MIN6 insulin promoter-GFP reporter, high-content imaging; hits give high values. z-score at 5 µM. 190,000 compounds, 0.3% hits;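 active means z-score above 3 at 5 µM with at least 500 cells counted in the well; inconclusive means wells under 500 cells, flagged as cytotoxic or low count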
MT stabilizer = stabilizes microtubules in HeLa cells; 200,000 compounds, 0.83% hits; HeLa tubulin immunostaining HCS, 24 h; share of cells brighter than vehicle mean+2SD; % tubulin-high responders, % at 10 µM;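 active means plate Z-score above 3 for both tubulin-high and condensed-nucleus cell shares, with cell loss under 80%, at 10 µM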;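 further: anti alpha tubulin signal scored within the nucleus-defined area of each cell; some results filed as inactive read as strong as hits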
Dynein cargo inh = dynein cargo transport inhibition; 220,000 compounds, 0.47% hits; 3617.4 mouse cells, GR-EGFP nuclear translocation imaging; test concentration mostly 20 µM; stimulated with dexamethasone, 1 µM; hits give low values; AID 1381; z-score, hits read low;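 active means plate z-score of nuclear minus cytoplasmic receptor signal below a set negative limit, without overly bright fluorescence or cell loss, cut at about -3.5 in these data, passing the limit was not always enough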;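 further: z-score of nuclear minus cytoplasmic ring GR-EGFP intensity difference per well; some compounds called inactive have numbers as strong as hits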
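Buffer or medium – tet-free medium with charcoal-stripped serum · Signal – automated 10x imaging of fixed Hoechst-stained cells · Also added – dexamethasone agonist, 1.0 µM final, for 30 min · Incubation – induction 48 h, compound 1 h, agonist 30 min · Read-out – GR-EGFP nuclear translocation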
Myeloid diff 2 = compounds promoting myeloid differentiation. 360,000 compounds, 1% hits. ER-HoxA9 myeloid progenitors, lysozyme-GFP differentiation, flow cytometry. AID 624256. calls only at 10 µM;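 active means normalized GFP-positive differentiation at or above the plate's own cutoff, the solvent-only control mean plus 3 SD; inconclusive means no clear call, values can overlap the other calls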;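 further: cells exposed to compound for four days before flow analysis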
Lipid droplet = hepatic lipid droplet formation modulation. AML12 mouse hepatocytes, oleate lipid droplets, BODIPY imaging. inhibition, % at 6.5 µM. 240,000 compounds, 0.4% hits. AID 1656;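 active means lipid droplet intensity inhibited by at least 50%, with more than 500 cells counted; inconclusive means wells with under 300 cells, treated as cytotoxic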
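Assay system: AML12 hepatocytes (mouse) / Also added: 100 µM oleic acid challenge / Times: overnight treatment with compound plus oleate / Detection: high-content imaging of BODIPY-stained droplets and DAPI nuclei / Evaluation: % inhibition of lipid droplet signal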
PMI inhibitors = MPI enzyme activity inhibition – biochemical, fluorescence intensity, coupled assay, primary screen (AID 1209); purified PMI enzyme, coupled fluorescence intensity; higher % means a stronger effect; inhibition, % at 20 µM, or IC50 in µM where a hit was titrated; 190,000 compounds, 0.42% hits; in the data active means inhibition above about 50%;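 further: plate controls were DMSO vehicle for no effect and wells lacking substrate for full effect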
T cell HTS = T cell immune modulation candidate | calls only at 7 µM | 330,000 compounds, 0.068% hits | 2C CD8+ T cell-vesicle binding, flow cytometry; hits give low values;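 active means response, share of CD8 T cells binding vesicles, and their 90th percentile fluorescence all below set limits, cut at about 80% in these data, passing the limit was not always enough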
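Also added: QL9-peptide-loaded Drosophila micro-vesicles bearing Ld, ICAM-1 and B7-1; Test system: purified 2C TCR transgenic mouse naive CD8+ T cells; Measured by: cytometric PE anti-B7-1 and Alexa647 anti-CD8 signals after 1% paraformaldehyde fixation; Timing: binding step 1.5 h, 37 °C, antibody labelling 20 min, ice.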
b-catenin transl = modulators of beta-catenin nuclear translocation | HeLa beta-catenin nuclear translocation, immunofluorescence imaging | nuclear translocation activity, % at 5 µM | 190,000 compounds, 0.3% hits | AID 1665;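 active means nuclear translocation activity above 50% at 5 µM, with a well cell count of 50 or more; inconclusive means wells under 50 cells across six images, flagged as toxic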;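 further: per-cell ratio of nuclear to cytoplasmic median beta-catenin stain intensity; plate controls were DMSO negative control for no effect and GSK-3 inhibitor IX positive control for full effect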
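Test system: HeLa cells, endogenous beta-catenin; Compound: single 5 µM dose plus 0.02–20 µM confirmation series; Times: compound exposure 24 h at 37°C; Signal: fluorescence imaging of beta-catenin antibody stain plus DAPI; Read-out: % activation, nuclear-to-cytoplasmic median beta-catenin signal ratio per cell.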
Dynein cargo inh cytoplasmic EGFP = also measured in Dynein cargo inh; calls as there; z-score; measured here: cytoplasmic GR-EGFP intensity; hits give high values
Dynein cargo inh nuclear GR-EGFP = further read-out of Dynein cargo inh, marked with its call; z-score; measured here: nuclear GR-EGFP intensity;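 lower value marks the stronger effect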
Dynein cargo inh cell count = also measured in Dynein cargo inh; calls as there; z-score; measured here: cell count per field
Ins promoter up cell count = second read-out of Ins promoter up, no call of its own (marks repeat the call); cell count; measured here: cytotoxicity, nuclei count;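 total cells summed across four imaged fields per well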
Lipid droplet cells 6.5 µM = recorded beside Lipid droplet, whose call it bears; cell count; measured here: cell count, cytotoxicity flag;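 cells counted across two imaged fields per well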
b-catenin transl cell count 5 µM = recorded beside b-catenin transl, whose call it bears; cell count; measured here: cell count, cytotoxicity flag
T cell HTS vesicle-bound % = further read-out of T cell HTS, marked with its call; double positive events, %; measured here: CD8+ vesicle-bound cell fraction;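 binding gate set so that unloaded-vesicle control wells show 10% double positive cells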
MT stabilizer Hoechst-high % = also measured in MT stabilizer; calls as there; % Hoechst-high responders; measured here: nuclear condensation Hoechst responders;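 share of cells brighter than vehicle mean plus two SD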
MT stabilizer cytotoxicity % = also measured in MT stabilizer; calls as there; toxicity, %; measured here: cytotoxicity by cell density;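 0% = mean cell density of plate MIN control wells and 100% = no cells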
Myeloid diff 2 GFP+ MAC1+ % = recorded beside Myeloid diff 2, whose call it bears; GFP+ MAC1+ double positive, %; measured here: differentiation confirmed by MAC1 staining
* = called active by the depositor; i = inactive; ? = inconclusive; / = no result given; & = joins results of further samples.

SMILES	TNAP activators	Ins promoter up	Ins promoter up cell count	MT stabilizer	MT stabilizer Hoechst-high %	MT stabilizer cytotoxicity %	Dynein cargo inh	Dynein cargo inh cytoplasmic EGFP	Dynein cargo inh nuclear GR-EGFP	Dynein cargo inh cell count	Myeloid diff 2	Myeloid diff 2 GFP+ MAC1+ %	Lipid droplet	Lipid droplet cells 6.5 µM	PMI inhibitors	T cell HTS	T cell HTS vesicle-bound %	b-catenin transl	b-catenin transl cell count 5 µM
Cc1ccc(S(=O)(=O)C2(S(=O)(=O)c3ccc(C)cc3)CC2)cc1	/	-0.37	1105	/	/	/	-0.46	-0.28	-0.29	0.9	i	0.6	3	696	/	i	58	0.9	1343
C/C=C/C=C/C(=O)Nc1nccs1	1.1	0.66	1282	3.0	1.6	11	-0.18	-0.25	-0.12	0.92	i	1.9	-8	506	7%	i	14	-0.7	1148
N/C(=N\OC(=O)CCC1CCCC1)c1ccncc1	1.1	0.47	1329	2.2	1.0	6.4	2.7	-0.22	1.2	-1.6	i	0.4	1	701	15%	i	61	0.5	1523
O=C(NN1C(=O)C2C3C=CC(C3)C2C1=O)c1ccco1 (stereo not drawn)	1	-0.2	1145	6.1	2.2	4.4	-0.56	-0.28	-0.64	0.51	i	0.4	6	639	-13%	i	43	/	/
COc1ccc(N(CC(=O)N2c3ccccc3CC2C)S(=O)(=O)c2c(C)noc2C)cc1 (stereo not drawn)	1.1	-1.1	1349	2.5	0.6	6.5	0.28	-0.17	0.39	-1.1	i	0.8	2	739	14%	i	30	/	/
O=C(Nc1ccccc1C(=O)NCCN1CCOCC1)c1ccco1	1.1	/	/	3.4	1.5	7.2	-0.49	-0.22	-0.49	-0.64	i	2.1	14	657	5%	i	31	0.0	1042
Cn1c(N)c(C(=O)COC(=O)[C@@H]2CCCN2S(=O)(=O)c2ccc(Cl)cc2)c(=O)n(C)c1=O	1	-0.38	1132	5.1	2.2	7.8	-0.0015	-0.31	0.37	-0.54	i	0.2	-13	667	1%	i	67	0.0	1040
C=CCOC(=O)C(C#N)c1nc2ccccc2nc1N1CCN(Cc2ccc3c(c2)OCO3)CC1 (stereo not drawn)	0.9	0.21	937	3.8	2.3	14	-0.77	-0.058	0.071	1	i	1.4	3	725	16%	i	36	-6.3	1172
CCCOC(=O)CN1C(=O)c2ccc(C(=O)OCCC)cc2C1=O	1.1	0.33	1508	3.2	1.0	2.2	-0.066	-0.33	0.31	-0.36	i	0.9	/	/	5%	i	60	-1.5	1410
Cc1cccnc1NC(=O)Nc1cccc2ccccc12	1.1	-0.65	945	1.3	1.5	3.7	-0.38	-0.17	0.14	0.74	i	0.5	-11	804	20%	i	44	-4.9	1004
Cc1cccc(NC(=S)NC2CC3CCCC(C2)N3CC(C)C)c1 (stereo not drawn)	1.2	-1.2	1012	6.6	2.1	3.3	1.7	0.72	1.1	-1.1	i	0.5	2	785	1%	i	36	0.2	1062
Cc1cccc(C(=O)N[C@H](C(=O)Nc2ccc(S(=O)(=O)NC3=NCCCCC3)cc2)C(C)C)c1	1.2	1.2	1107	4.5	5.3	9.7	0.019	-0.28	0.47	0.35	i	0.2	3	687	13%	i	50	-4.8	1186
Cc1ccc2cc3c(NC(=O)c4ccco4)nn(C)c3nc2c1	1.1	-0.68	1326	4.9	2.7	9.1	-0.14	-0.3	0.21	0.42	i	0.5	/	/	10%	i	3	-0.5	1415
CCC(=O)N(CCC1(C(C)C)CCOC(C)(C)C1)Cc1ccco1 (stereo not drawn)	1.1	-0.11	1900	3.0	2.0	6.2	-0.093	-0.022	-0.13	-0.54	i	0.7	-9	635	9%	i	36	-1.2	1057
CCCCOc1ccc(C(O)(CC)CCN2CCOCC2)cc1 (stereo not drawn)	1	/	/	4.2	2.0	5.7	-0.3	-0.29	-0.48	1.2	i	4.1	0	573	-10%	i	43	4.0	511
CNC(=S)N/N=C/c1ccc(OCC(=O)Nc2c(C)cc(C)cc2C)c(OC)c1	1.1	-1.2	1413	5.9	2.7	9.3	0.6	-0.23	0.2	0.27	i	0.6	-1	611	10%	i	26	1.7	1128
c1ccc(CNc2ncnc3c2oc2ccccc23)nc1	1.1	-0.55	1396	3.5	2.3	4.1	-0.46	-0.11	-0.88	-0.73	i	2.8	/	/	-17%	i	36	1.6	1391
COc1cc(S(=O)(=O)Nc2ccccc2C)ccc1Cl	1.1	-0.46	1202	5.4	0.1	74	-0.8	-0.23	-0.38	-0.17	i	1.7	1	779	8%	i	3	-1.4	1034
COCCNC(=S)N/N=C/c1ccc2c(c1)OCCO2	1.1	/	/	3.0	3.1	9.7	-0.17	-0.17	0.091	-1.1	i	0.2	36	671	-7%	i	35	-1.7	1061
Cc1ccccc1OCC1Cc2c(nc(N)c(C#N)c2N)O1 (stereo not drawn)	0.9	-0.49	1538	1.2	1.2	6.1	-0.43	-0.15	-0.29	0.79	i	0.3	/	/	-11%	i	17	-2.0	1465
CN(CC(=O)Nc1ccc(F)c(F)c1F)C(=O)/C=C/c1ccc(Cl)cc1	1.1	-0.31	1560	5.0	2.2	12	-0.47	-0.24	-0.18	0.25	i	1.3	0	676	-2%	i	36	-0.1	1098
CCOC(=O)c1cc(C)sc1NC(=O)C1CCC1	1	/	/	3.2	2.0	6.2	0.14	-0.26	0.43	0.73	i	6.3	-4	592	6%	i	7	-1.9	1040
CCOc1ccccc1CNC(=O)Cn1c(=O)oc2ccccc21	1	0.54	909	5.7	4.2	9.0	-0.69	-0.19	-0.26	0.38	i	2.2	/	/	1%	i	32	/	/
Clc1nnc(N2CCCCC2)c2ccccc12	1	-0.04	1623	4.3	2.9	0.7	-1.5	0.098	-1.1	0.69	i	0.2	-3	677	/	i	11	1.3	1512
Cc1ccc(C)c(N2CCN(C(=O)CSc3ccsc3[N+](=O)[O-])CC2)c1	1	0.47	1433	6.2	2.1	13	-0.83	-0.037	-0.37	-0.3	i	1.7	14	581	24%	i	44	0.2	1149
Other records:
SMILES	TNAP activators	Ins promoter up	Ins promoter up cell count	MT stabilizer	MT stabilizer Hoechst-high %	MT stabilizer cytotoxicity %	Dynein cargo inh	Dynein cargo inh cytoplasmic EGFP	Dynein cargo inh nuclear GR-EGFP	Dynein cargo inh cell count	Myeloid diff 2	Myeloid diff 2 GFP+ MAC1+ %	Lipid droplet	Lipid droplet cells 6.5 µM	PMI inhibitors	T cell HTS	T cell HTS vesicle-bound %	b-catenin transl	b-catenin transl cell count 5 µM
C/C(CC(C)(C)c1ccccc1)=N\NS(=O)(=O)c1ccccc1	1.1	0.59	1633	1.4	1.7	2.2	-0.9	-0.26	-0.089	0.18	i	0.1	8	670	-54%	i	34	-2.0	900
Cc1ccc(NC(=S)NC2CC3CCCC(C2)N3Cc2cccs2)cc1 (stereo not drawn)	1.3	-1.6	1015	3.3	2.2	10	-0.45	-0.23	0.27	0.88	i	5.2	/	/	2%	i	63	0.8	1427
Cc1ccc(C#CC[N+]2(CC#Cc3ccc(C)cc3)CCCCC2)cc1	1.2	?	/	2.4	1.8	10	-0.15	-0.13	0.031	-0.12	?	/	-41	530	-7%	i	57	-2.3	1046
O=C(c1cccs1)N(Cc1ccccn1)Cc1ccco1	1.1	0.01	1243	4.4	1.7	2.8	-0.25	-0.23	-0.18	0.97	i	1.0	/	/	-19%	i	44	-2.2	886
O=C(Oc1cccnc1)c1cc(S(=O)(=O)N2CCOCC2)ccc1Cl	1.1	0.83	891	1.7	0.8	4.4	-0.87	-0.049	-0.13	0.84	i	1.3	-3	811	0%	i	32	2.9	1163
Cc1ccc(OCC(=O)N/N=C\c2ccc(C)o2)c(C)c1	1.1	-0.22	1367	2.4	1.8	3.2	-0.2	-0.24	0.11	-0.21	i	0.4	-4	698	-2%	i	57	0.7	1101
Nc1nnc(-c2cccc(Cl)c2Cl)c(N)n1	1.1&1.1	1.1	1435	2.6	2.1	6.9	-0.79	-0.26	-0.22	1.1	i	1.1	2&-1	702&711	0%&4%	i	65	-3.4&-2.6	587&1131
COC(=O)c1ccccc1NC(=O)CN(Cc1ccccc1)S(C)(=O)=O	1.1	0.57	1344	3.6	1.8	20	1.7	-0.25	1.3	-1.5	i	0.5	2	723	11%	i	29	/	/
CCCC[N+](CC#Cc1ccccc1)(CCCC)CCCS(=O)(=O)[O-]	1	0.43	1271	2.6	2.1	7.2	-0.32	-0.36	0.17	0.31	i	0.7	5	713	4%	i	64	0.4	1111
CC(C)(C)n1nc2c(c1NC(=O)Cc1ccccc1)CS(=O)(=O)C2	1.1	-0.15	1148	3.1	3.0	12	1	-0.22	0.67	0.092	i	0.5	2	719	-9%	i	41	0.8	1046
